zfTRPN1 agonist = activates the zebrafish TRPN1 channel. HEK293 zebrafish TRPN1-YFP, Fluo-8 calcium fluorescence; 100% = response to 87 µM carbachol. activation, % at 3 µM. 220,000 compounds, 0.18% hits;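 active means activation above its plate's cutoff, the mean activation of test wells on that plate plus 3 SD, cut at about 19% in these data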;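 further: 0% = DMSO alone and 100% = 87 µM carbachol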
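Assay system: Zebrafish TRPN1-YFP in HEK293 cells | Incubation: Dye loading 1 h at 37 °C, then 30 min room temperature | Measured by: Kinetic Fluo-8 fluorescence, ex 470-495, em 515-575 nm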
CHOP inh = blocks CHOP induction under ER stress; inhibition, % at 10 µM; AID 2732; CHO-K1 CHOP-promoter luciferase, tunicamycin-induced, 15-18 h; 220,000 compounds, 3.8% hits;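 active means compounds that reduced the stress-induced luciferase reporter signal by more than about 70% of percent inhibition, limit read from the data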;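 further: 0% = tunicamycin plus vehicle and 100% = wells without tunicamycin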
PPC-1+TRAIL kill = PPC-1 cancer cell killing with TRAIL present; cell killing (% activity), % at 4 µM; PPC-1 cells + TRAIL, ATPLite viability luminescence; AID 1443; 220,000 compounds, 0.41% hits;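 active means cell killing above 50% in the first pass at 4 µM, then a duplicate retest at 5 µM averaging 50% or more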;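 further: plate controls were cells with TRAIL plus DMSO for no effect and medium-only wells lacking cells for full effect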
NPY-Y1 PAM-ag = potentiators or agonists of human neuropeptide Y receptor Y1. P25929. NPY-Y1 expressing cells, potentiator/agonist activation. activation, % at 3.6 µM. 220,000 compounds, 0.37% hits; in the data active means activation above about 33%, passing the limit was not always enough;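 further: cells stimulated with NPY at EC10 then isoproterenol at EC100; 0% = low agonist plus stimulus and 100% = saturating agonist plus stimulus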
Target sequence (P25929 whole entry, looked up): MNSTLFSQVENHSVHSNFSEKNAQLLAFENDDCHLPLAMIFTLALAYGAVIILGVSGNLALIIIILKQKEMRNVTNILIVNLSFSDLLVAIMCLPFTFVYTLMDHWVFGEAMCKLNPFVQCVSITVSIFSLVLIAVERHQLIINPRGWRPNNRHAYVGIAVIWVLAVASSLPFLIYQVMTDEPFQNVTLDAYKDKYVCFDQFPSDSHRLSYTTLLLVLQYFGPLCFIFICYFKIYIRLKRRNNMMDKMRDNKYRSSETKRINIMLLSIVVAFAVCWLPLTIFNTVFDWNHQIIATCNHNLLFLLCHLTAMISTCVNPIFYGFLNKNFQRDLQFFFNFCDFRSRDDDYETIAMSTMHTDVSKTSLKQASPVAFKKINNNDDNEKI
14-3-3 Bad PPI = disrupts binding of bovine 14-3-3 zeta to phospho-Bad peptide | P63103 | TR-FRET 14-3-3zeta/Dy647-pBad peptide displacement, 1 h | inhibition, % at 21.7 µM | 220,000 compounds, 0.71% hits | AID 781;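 active means inhibition above about 70%, limit read from the data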;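 further: 0% = full 14-3-3 plus peptide FRET controls and 100% = background without 14-3-3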
Target sequence (P63103 whole entry, looked up): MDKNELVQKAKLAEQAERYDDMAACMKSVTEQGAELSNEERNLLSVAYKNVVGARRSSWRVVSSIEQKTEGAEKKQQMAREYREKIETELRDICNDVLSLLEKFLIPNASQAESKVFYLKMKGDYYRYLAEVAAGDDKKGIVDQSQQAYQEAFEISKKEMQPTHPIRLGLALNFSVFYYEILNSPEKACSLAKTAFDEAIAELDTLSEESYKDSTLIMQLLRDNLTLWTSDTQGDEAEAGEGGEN
NPY-Y1 antag = antagonists of human neuropeptide Y receptor Y1. HEK293-CNG Y1 cells, membrane potential fluorescence; NPY at EC95, then isoproterenol. inhibition, % at 3.6 µM. 200,000 compounds, 1% hits. AID 1040;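 active means inhibition above the campaign mean inhibition of all tested compounds plus 3 SD, cut at about 20% in these data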;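 further: 0% = DMSO wells given NPY plus isoproterenol and 100% = isoproterenol alone without NPY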
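Material: HEK293 Y1/CNG channel cell line | Also added: NPY (25 nM), isoproterenol (1 µM), Ro 20-1724 (25 µM) | Compound: One concentration, 3.6 µM, in 0.4% DMSO | Schedule: 3 h dye uptake, 1 h room-temperature compound, 45 min post-isoproterenol | Signal: Membrane-potential fluorescent dye readout | Read-out: % inhibition of NPY effect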
PGE2 EP2 inh = blocks the human prostaglandin E2 receptor EP2. inhibition, % at 25 µM. C6 glioma cells expressing human EP2, cAMP TR-FRET; cells stimulated with saturating PGE2. AID 1422. 260,000 compounds, 0.52% hits;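 active means percent inhibition above 40 after rounding to a whole number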;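 further: rat C6 glioma host cells with rolipram phosphodiesterase inhibitor present; the protocol text gives 20 µM as final concentration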
Target sequence (P43116 whole entry, looked up): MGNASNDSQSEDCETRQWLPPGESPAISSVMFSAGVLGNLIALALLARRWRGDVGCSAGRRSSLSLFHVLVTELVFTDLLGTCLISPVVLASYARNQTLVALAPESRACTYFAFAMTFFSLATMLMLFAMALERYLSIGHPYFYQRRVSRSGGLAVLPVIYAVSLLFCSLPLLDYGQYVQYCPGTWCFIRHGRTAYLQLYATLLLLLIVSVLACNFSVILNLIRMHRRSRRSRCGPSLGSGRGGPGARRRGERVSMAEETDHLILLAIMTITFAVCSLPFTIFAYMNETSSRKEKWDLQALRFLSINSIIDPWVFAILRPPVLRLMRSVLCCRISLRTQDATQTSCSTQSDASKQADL
TRPML3 agonist = agonists of human TRPML3 channel | HEK293 TRPML3-YFP, Fluo-8 calcium fluorescence; 100% = the carbachol control signal | activation, % at 3 µM | 220,000 compounds, 0.29% hits | AID 1448;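 active means activation above its plate's cutoff, the mean activation of the plate's test wells plus 3 SD, cut at about 12% in these data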;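 further: 0% = DMSO only wells and 100% = carbachol wells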
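Material: TRPML3-YFP stable HEK293 cells | Dosing: One concentration, 3 µM nominal, 0.3% DMSO | Timing: 125 s total fluorescence read per well | Technique: Fluo-8 calcium dye fluorescence, ex 470-495, em 515-575 nm | Measure: Percent activation from peak-to-basal fluorescence ratio, scaled between DMSO and carbachol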
EP2 mod = modulates human prostaglandin E2 receptor EP2 signaling; P43116; EP2-expressing cells, cAMP HTRF FRET, PGE2 co-stimulation; induction, % at 25 µM; 260,000 compounds, 0.83% hits;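 active means compounds whose cAMP rise, as percent of the full-agonist control response, exceeds 60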;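 further: rat C6 glioma line stably carrying human EP2 under a CMV promoter; the protocol text gives 20 µM as final concentration; 100% = response of wells given 1 µM PGE2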
Numbers without * were called inactive; / = no result given; & = joins results of further samples; [ ] = dose if it differs, or a comment. A portion of the library; count on the stated rates, not on these rows.

SMILES	zfTRPN1 agonist	CHOP inh	PPC-1+TRAIL kill	NPY-Y1 PAM-ag	14-3-3 Bad PPI	NPY-Y1 antag	PGE2 EP2 inh	TRPML3 agonist	EP2 mod
Cc1cc(Br)ccc1NC(=O)CN1C(=O)C2C3CC(c4ccccc4)C(C3)C2C1=O (configuration not stated)	5.3	84.6*	8.6	67.2*	32.0	-21.7	/	2.1	-8.7
CC(C)c1cccc(C(C)C)c1OCCCCN1CCCC1	-0.8	39.5	-2.0	-25.4	-2.7	6.5	10.0	0.2	11.5
C=CCn1c(=S)[nH]c2scc(-c3cccs3)c2c1=O	2.8	-16.1	2.6	-16.8	-11.8	4.2	62.9*	2.2	-20.3
CC1=C(C(=O)Nc2ccccc2)C2(CCCCC2)C(C#N)=C(S)N1	0.4	35.9	1.4	10.9	-1.3	-0.4	7.6	0.5	12.6
CC(C)C(=O)NC(=S)N(Cc1ccccc1)Cc1ccccc1	-3.1	10.1	-9.7	0.6	2.8	2.4	2.9	-0.5	51.3
CCOC(=O)N/N=C/c1c(C)nn(-c2ccccc2Cl)c1Cl	-1.0	15.0	22.2	17.8	0.8[fluorescence artefact?]	7.5	9.5	0.0	-0.8
O=C(NCCCn1ccnc1)c1cc2nc(-c3ccc(Br)cc3)cc(C(F)(F)F)n2n1	-0.7	33.6	19.0	-22.5	-8.7	2.1	12.1	-0.2	14.7
O=C(NCCO)C(O)C(O)C(=O)NCCO (configuration not stated)	3.4	2.4	-2.8	-1.3	-11.8	-3.3	12.3	0.3	40.4
O=C(CN(c1ccc(F)cc1)S(=O)(=O)c1ccc2c(c1)OCCO2)Nc1ccc2c(c1)OCO2	0.3	20.5	-4.3	4.0	-1.6[fluorescence artefact?]	-6.9	7.6	0.7	-30.6
Cc1c(N2C(=O)/C(=C/c3cccc4ccccc34)SC2=S)c(=O)n(-c2ccccc2)n1C	-0.4	/	/	20.8	/	-5.2	7.6	-0.3	/
O=C(Nc1ccc(-c2ccc3nncn3n2)cc1)C1CCCC1	0.1	-32.9	3.3	17.2	-0.7	-2.9	7.2	0.5	-9.7
Cc1ccccc1C(=O)N1CCN(c2ccccn2)CC1	-0.4	14.8	35.4	2.9	-1.6	4.5	13.7	0.4	-5.4
Cc1cccc2[nH]c(CN(C)Cc3nc(CC4CC4)no3)nc12	0.3	1.2	-0.3	-8.1	-2.2	12.5	14.2	-0.3	-18.8
CS(=O)(=O)N(CC(=O)NCc1ccncc1)Cc1ccc(Cl)cc1	0.3	18.6	-3.4	4.9	-0.8	0.8	10.4	0.4	2.9
CCn1c(SCC(=O)Nc2cccc(NC(=O)c3ccco3)c2)nnc1-c1cccs1	2.3	21.1	29.1	-49.4	1.6	3.1	9.0	-1.1	-15.7
CC(NC(=O)COC(=O)/C=C/c1ccc([N+](=O)[O-])cc1)c1ccccc1 (configuration not stated)	0.3	11.2	-8.9	-19.7	2.0	-2.2	6.0	0.3	-5.1
O=Cc1ccc(Oc2cc(-c3ccccc3)nc(-c3ccccc3)n2)cc1	1.5	13.7	2.6	12.4	-4.4	0.7	10.5	1.0	46.5
O=c1cc(O)nc(SCc2ccc(Cl)cc2)[nH]1	0.2	2.7	-13.3	12.0	-9.6[fluorescence artefact?]	4.3	9.6	-0.2	14.6
Cn1c(=O)c2c(nc(NCCc3ccccc3)n2Cc2ccc(F)cc2)n(C)c1=O	0.2	54.6	18.7	-2.4	2.6	4.2	8.3	0.2	21.1
CC(C)(C)c1cnnn1-c1ccc(-c2csc(N)n2)cc1	0.4	26.8	21.9	13.9	5.7	-4.3	/	0.6	-4.9
CC(NC(=O)Cn1c(=O)[nH]c2ccsc2c1=O)C12CC3CC(CC(C3)C1)C2 (configuration not stated)	-0.2	30.3	-30.1	26.1	-5.8	-0.7	7.6	0.0	7.9
COc1ccc(NS(=O)(=O)c2ccc(NC(=O)c3cnn4c(C(F)F)cc(-c5ccc(C)cc5)nc34)cc2)cc1	1.7	51.0	21.3	-2.7	-8.2[fluorescence artefact?]	-1.8	11.4	0.9	1.9
COCCNC(=O)c1cc(-c2cccnc2)nc2ccc(Br)cc12	0.2	-4.7	8.8	-1.2	-17.1[fluorescence artefact?]	3.9	13.9	0.3	31.9
CC(C)(C)NC(=O)C(c1cccs1)N(C(=O)C(=O)NC1CCCC1)c1ccccc1F (configuration not stated)	-0.9	23.5	3.9	0.1	-9.2	0.3	11.9	0.0	9.2
COc1ccccc1N1CCN(Cc2nc(-c3ccc(F)cc3)oc2C)CC1	1.2	56.4	15.6	-1.4	-19.8	6.9	1.6	1.4	-16.1
COC(=O)CC1C(=O)NCCN1C(=O)CSc1nc2ccccc2o1 (configuration not stated)	-1.2	3.5	11.1	-2.6	-0.7	3.0	9.7	-0.4	-14.6
CCOc1ccccc1NC(=O)N1CCCC1C(=O)Nc1ccc(NC(C)=O)cc1 (configuration not stated)	0.9	21.9	9.6	-0.8	3.2[fluorescence artefact?]	-6.2	12.6	0.3	17.2
COc1ccc(-c2ccc(SCc3ccccn3)nn2)cc1OC	1.6	-8.0	11.6	6.4	-9.9	3.9	7.0	0.9	-13.8
C=CCSc1nc(O)c(C2OC(=O)c3c2ccc(OC)c3OC)c(=O)n1-c1ccccc1 (configuration not stated)	0.5	-0.1	-3.7	-22.5	0.9	/	5.4	0.9	4.3
CCc1ccccc1N1C(=O)[C@@H]2Cc3ccccc3CN2C1=O	-0.4	10.7	8.1	7.3	-6.7	/	18.4	0.6	-8.2

Only CHOP inh and PPC-1+TRAIL kill, for two of the compounds above:
| Compound | CHOP inh | PPC-1+TRAIL kill |
| --- | --- | --- |
| CC(C)(C)c1cnnn1-c1ccc(-c2csc(N)n2)cc1 | 26.8 | 21.9 |
| C=CCn1c(=S)[nH]c2scc(-c3cccs3)c2c1=O | -16.1 | 2.6 |

Entries listed above printed as active in NPY-Y1 PAM-ag.
smiles | CHOP inh | NPY-Y1 PAM-ag | 14-3-3 Bad PPI | NPY-Y1 antag | TRPML3 agonist | EP2 mod
Cc1cc(Br)ccc1NC(=O)CN1C(=O)C2C3CC(c4ccccc4)C(C3)C2C1=O (configuration not stated) | 84.6* | 67.2* | 32.0 | -21.7 | 2.1 | -8.7

Next results:
SMILES	zfTRPN1 agonist	CHOP inh	PPC-1+TRAIL kill	NPY-Y1 PAM-ag	14-3-3 Bad PPI	NPY-Y1 antag	PGE2 EP2 inh	TRPML3 agonist	EP2 mod
CC(C)(C)OC(=O)N1CCC(CNC(=O)c2ccc(F)cc2F)CC1	1.0	3.1	2.0	-27.8	-0.8	/	7.4	0.4	-24.0
Cc1ccnc(NC(=O)CCC(=O)N(CC(=O)NCc2ccccc2)c2ccc3c(c2)OCO3)c1	0.2	23.0	35.2	3.7	-2.6	6.6	14.8	0.5	32.9
O=C(O)CCCc1nc(-c2ccccc2)no1	0.2	11.3	10.9	-29.6	-11.6	-1.2	4.7	1.0	-3.4
C=CCNC(=O)NC(=O)COC(=O)CC(NC(N)=O)c1ccc(Cl)cc1 (configuration not stated)	1.3	15.4	8.1	9.7	5.9[fluorescence artefact?]	4.7	16.5	0.9	34.0
O=c1oc2ccccc2c2nccnc12	0.0	15.4	12.6	-5.9	6.2	-3.4	1.4	-0.3	-23.9
O=C(NCCN1CCN(Cc2ccccc2)CC1)Nc1cc(Cl)cc(Cl)c1	1.8	6.0	12.1	33.8	-6.0	/	16.4	1.8	-42.5
Cc1cc(OCCCCCN2CCCC2)ccc1Cl	0.7	24.5	9.2	-14.1	4.7	3.0	8.9	1.5	-35.1
COC(=O)c1c(C)oc(C)c1S(=O)(=O)NCc1cccs1	-3.2	-11.3	-22.1	-4.0	-18.3	/	7.4	0.4	-10.5
O=C(COC(=O)CCC(=O)c1ccc(F)cc1)NCc1ccco1	-1.0	4.0	14.1	7.2	-8.9	4.8	5.8	-0.2	28.3
COc1ccc(CC(=O)Nc2cccc(SC)c2)cc1OC	8.5	22.4	-7.4	3.8	-3.4	1.2	9.7	4.9	-50.2
CN(C)C(=S)Nc1cccc(-c2n[nH]c(=S)o2)c1	0.7	2.7	-13.5	10.5	-13.1	-0.7	18.9	0.6	18.6
COc1ccc(C2Oc3ccccc3C3=C2C(c2cccs2)n2ncnc2N3)cc1 (configuration not stated)	-1.0	9.0	-2.1	8.0	7.3	5.0	6.1	0.5	0.8
CCOc1cc(C2NC(=O)NC(O)(C(F)(F)F)C2C(=O)c2ccc(OC)cc2)ccc1O (configuration not stated)	1.7	12.0	5.0	-18.2	3.2	3.9	-4.5	1.4	-0.2
Cc1cc(N2CCCCC2)nc(N)n1	10.9	5.3	3.9	0.0	10.1	4.3	13.8	11.2	-49.7
COc1ccc(CCNS(=O)(=O)c2ccc3oc(C(=O)O)c(C)c3c2)cc1OC	-0.2	17.4	7.9	1.6	-4.7	-1.9	6.9	0.4	4.5

Four compounds out of the list above, ordered by the value under TRPML3 agonist, high to low:
structure,TRPML3 agonist
Cc1cc(N2CCCCC2)nc(N)n1,11.2
CN(C)C(=S)Nc1cccc(-c2n[nH]c(=S)o2)c1,0.6
CC(C)(C)OC(=O)N1CCC(CNC(=O)c2ccc(F)cc2F)CC1,0.4
O=C(COC(=O)CCC(=O)c1ccc(F)cc1)NCc1ccco1,-0.2

Carrying on:
SMILES	zfTRPN1 agonist	CHOP inh	PPC-1+TRAIL kill	NPY-Y1 PAM-ag	14-3-3 Bad PPI	NPY-Y1 antag	PGE2 EP2 inh	TRPML3 agonist	EP2 mod
CC1(C)CC(=S)Nc2ccccc2S1	0.8	33.6	7.8	0.3	-1.9[fluorescence artefact?]	1.1	3.8	-0.5	3.7
C1=C(c2ccccc2)Nc2nnnn2C1c1cccs1 (configuration not stated)	0.9	-0.1	-0.4	3.9	-10.0	3.5	17.7&14.2	0.1	-38.3&5.0
COc1ccc(OC)c(-c2csc(CCn3nc(C)cc3C)n2)c1	-2.8	1.0	9.1	1.9	6.6	16.9	7.3	-1.5	-53.1
CS(=O)(=O)c1ccc2nc(NC(=O)c3cc(-c4ccccc4)nn3-c3ccccc3)sc2c1	0.1	7.4	36.6	3.9	-29.4[fluorescence artefact?]	3.2	7.2	0.5	12.3
COc1cc(NC(=O)Cc2cccs2)ccc1-n1cnnn1	-0.4	30.0	26.1	9.6	1.9[fluorescence artefact?]	1.5	10.0&14.4	0.0	11.6&-31.2
O=C(Cn1ncc2c1-c1ccccc1OC2)Nc1nc2ccccc2s1	0.9	50.9	24.0	-9.1	-0.1	-3.0	8.9	1.1	-17.4
CC(=O)N1c2ccccc2Nc2ccccc21	0.6	10.3	-7.4	11.7	-2.6	-2.5	5.5	0.2	-23.6
CN(C)C=Nc1nonc1N	1.5	-0.3	11.4	-6.2	-6.7	6.6	5.0	0.0	18.9
CC(C)(C)C(=O)CN1C(=O)C2(OCCO2)c2ccccc21	0.9	-7.0	-5.8	0.0	4.8	-5.6	9.5	0.3	-2.2
